Compound activity: PubChem, several laboratories
TLR9-MyD88 block: TLR9-MyD88 interaction inhibition. Q9NR96+Q99836. CHO BLA complementation TLR9-MyD88, CCF4 FRET ratio. inhibition, % at 4.98 µM. 0.21% of 340,000 active. AID 504734;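 active = inhibition above the mean over all tested compounds plus 3 SD, cut at about 21% in these data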;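 note: 0% = DMSO only wells and 100% = clavulanate BLA inhibitor control wells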
ABCB6 inh MLPCN: inhibitors of human ABC transporter ABCB6; Q9NP58; K562-ABCB6 porphyrin accumulation, flow cytometry, 1 h; stronger effect = lower value; fluorescence ratio to DMSO, % at 10 µM; 0.19% of 360,000 active; AID 602162;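 active = fluorescence ratio to DMSO below 75%, the collection mean minus 3 SD; inconclusive = too few cells collected in the well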;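 note: signal is porphyrin accumulated inside mitochondria; 100% equals median channel fluorescence of DMSO control wells; lower ratio means ABCB6 inhibition with less porphyrin fluorescence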
MC4R antagonist: blocks human MC4R cAMP signaling; P32245; MC4R-expressing cells, MTII-stimulated cAMP, LANCE TR-FRET; inhibition, % at 6.5 µM; 0.48% of 360,000 active;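 active = inhibition above its plate's cutoff, the mean of tested wells on that plate plus 3 SD, cut at about 29% in these data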;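 note: 0% = Melanotan II alone and 100% = Melanotan II plus saturating MCL0020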
Target sequence (P32245 whole entry, looked up): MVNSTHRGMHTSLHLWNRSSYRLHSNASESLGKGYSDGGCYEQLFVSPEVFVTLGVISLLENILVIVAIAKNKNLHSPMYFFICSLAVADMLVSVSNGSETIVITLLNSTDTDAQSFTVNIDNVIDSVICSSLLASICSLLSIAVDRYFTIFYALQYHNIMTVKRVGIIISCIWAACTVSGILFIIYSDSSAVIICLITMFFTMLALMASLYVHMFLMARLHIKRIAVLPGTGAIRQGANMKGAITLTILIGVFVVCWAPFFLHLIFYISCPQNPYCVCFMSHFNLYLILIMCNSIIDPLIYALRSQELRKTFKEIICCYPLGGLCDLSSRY
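System: U2OS-MC4R stable cell line; Technique: Eu-cAMP/anti-cAMP TR-FRET, emission 671 nm; Repeats: single well per compound; Also added: Melanotan II; Dosing: one concentration, 6.5 µM nominal; Schedule: 30-min compound, 1-h challenge, 1-h detection, room temperature.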
Granule exo inh: blocks lytic granule exocytosis; 0.66% of 360,000 active; TALL-104 LAMP-1 surface exposure, flow cytometry; cells stimulated with thapsigargin and PMA; inhibition, % at 10 µM;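 active = inhibition above about 55%, limit read from the data; inconclusive = no clear call, values can overlap the other calls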
ABHD5 PLIN5 PPI: blocks binding of human ABHD5 to perilipin-5. Split G. princeps luciferase complementation, luminescence, 4 h. inhibition, % at 4 µM. 0.78% of 360,000 active;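 active = inhibition above the mean inhibition across every tested compound plus 3 SD, cut at about 22% in these data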;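 note: 0% = DMSO only wells and the 100% control is not disclosed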
MC4R barr agon: human MC4R agonism via beta-arrestin | P32245 | activation, % at 8.9 µM | U2OS MC4R beta-arrestin complementation, luminescence; percent of melanotan II response, DMSO zero | 0.98% of 360,000 active;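 active = activation above a per-plate cutoff, the mean activation of sample wells on that plate plus 3 SD, cut at about 8% in these data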
Vif imaging: blocks HIV Vif function; HEK293T cells, Vif self-association by quenched fluorescence, imaging, 24 h; inhibition, % at 7.49 µM; 0.35% of 340,000 active; AID 602346; in the data active = inhibition above about 50%, passing the limit was not always enough; inconclusive = no clear call, values can overlap the other calls; inactive = below about 31%; note: some results filed as inactive read as strong as hits
Glyco luc inh: blocks N-linked glycosylation in D54 reporter cells; D54 ERlucT glycosylation luciferase reporter, 24 h; percent of 100 nM tunicamycin response; reporter increase, % at 12.5 µM; 0.23% of 360,000 active;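 active = mean luciferase reporter signal, scaled so untreated is 0 and the glycosylation-blocking control 100, at or above a set limit in every replicate; inconclusive = mean reaches the limit but not every replicate does; inactive = mean below the limit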;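 note: luciferase carries N-glycosylation sites so blocking glycosylation raises the light; 0% = median of neutral control wells and 100% = median of 100 nM tunicamycin wells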
aDG glyco up: increases alpha dystroglycan glycosylation | Pro5-aDG cells, alpha-DG glycosylation AlphaScreen (IIH6); 0% Pro5, 100% B10-LARGE cell signal | activation, % at 10 µM | 0.22% of 360,000 active;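 active = activation of at least 8% versus controls, or a plate z-score of at least 8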;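 note: Pro5 are CHO cells carrying HIG-tagged alpha-DG that lacks glycosylation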
NOD2-RIPK2 inh: blocks binding of human NOD2 to RIPK2. CHO BLA complementation NOD2-RIPK2, CCF4 ratio. inhibition, % at 4.98 µM. 0.38% of 360,000 active. AID 624267; in the data active = inhibition above about 21%;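 note: 0% = vehicle only and 100% = reference blocker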
Target sequence (O43353 whole entry, looked up): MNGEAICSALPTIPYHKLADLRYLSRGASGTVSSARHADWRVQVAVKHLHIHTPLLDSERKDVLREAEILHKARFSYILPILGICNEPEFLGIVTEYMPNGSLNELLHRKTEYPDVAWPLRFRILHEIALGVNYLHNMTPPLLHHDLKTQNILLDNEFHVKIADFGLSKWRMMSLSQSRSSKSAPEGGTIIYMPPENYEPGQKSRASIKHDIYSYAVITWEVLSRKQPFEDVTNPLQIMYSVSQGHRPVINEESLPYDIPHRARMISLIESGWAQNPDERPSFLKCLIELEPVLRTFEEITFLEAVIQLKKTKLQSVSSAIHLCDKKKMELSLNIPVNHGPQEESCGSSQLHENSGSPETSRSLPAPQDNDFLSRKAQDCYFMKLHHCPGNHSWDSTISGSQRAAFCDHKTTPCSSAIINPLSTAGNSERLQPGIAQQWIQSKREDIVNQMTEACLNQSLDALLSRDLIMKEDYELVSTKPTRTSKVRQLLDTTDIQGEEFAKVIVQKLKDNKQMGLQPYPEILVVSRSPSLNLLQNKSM
Active calls of the source: *; u = inconclusive; x = no result given. The list is partial. The share of hits here may be higher or lower than overall.

nr	canonical_smiles	TLR9-MyD88 block	ABCB6 inh MLPCN	MC4R antagonist	Granule exo inh	ABHD5 PLIN5 PPI	MC4R barr agon	Vif imaging	Glyco luc inh	aDG glyco up	NOD2-RIPK2 inh
1	Cc1cccc(-c2ocnc2C(=O)Nc2ncc(C)s2)c1	-4	89	0	-5	-5	-1.4	x	4	-0.1	3
2	CCc1nc2ccc(C(=O)N3CCN(S(=O)(=O)CC)CC3)cn2c1N(C)Cc1cccs1	x	96	4	-19	2	-3.6	-3	-1	0.0	0
3	c1ccc(OCCOCCN2CCc3ccccc3C2)cc1	-1	95	-2	2	3	-0.2	5	0	0.0	0
4	Cc1ccc(/C=N/n2c(-c3cccc(Cl)c3)n[nH]c2=S)o1	x	99	14	-9	-2	0.4	-5	0	0.1	-7
5	CCOC(=O)c1c(C)c(C(=O)NCCCOC(C)C)c(C)n1C	5	99	5	-4	-6	-2.0	-10	1	0.6	-4
6	Oc1ccc(C[C@H]2CNC(=S)N2C[C@H]2CCCN2C[C@H](Cc2ccccc2)N2C[C@H](Cc3ccc(O)cc3)N(CCc3ccccc3)C2=S)cc1	x	101	x	49	13	x	-20	-3	0.3	-2
7	CC(C)N(C(=O)COC(=O)c1cccc(C(=O)OCC(=O)N(C(C)C)C(C)C)n1)C(C)C	x	105	5	-2	-1	0.7	-9	1	-0.1	-18
8	Cc1ccc(S(=O)(=O)Oc2ccc(/C=N/N=C3/NC(=O)C(CC(=O)O)S3)cc2)cc1 (configuration not stated)	x	104	13	-7	3	-0.1	-5	0	-0.4	-8
9	COc1ccc(NC(=O)Cn2c(-c3ccccc3)cn(-c3ccc(C)cc3)c2=O)cc1	12	97	3	-3	-2	-1.4	2	1	-0.5	-3
10	CCOc1ccccc1/C=C\c1nc(O)c([N+](=O)[O-])c(=O)[nH]1	-25	99	0	-9	4	-1.3	1	2	0.0	5
11	COc1ccc(OCCNC(=O)c2ccccc2OCC(=O)Nc2ccc(NC(C)=O)cc2)cc1	-2	88	8	0	1	-0.3	11	-5	0.2	-7
12	Cc1[nH][nH]c(=O)c1C(c1ccc2c(c1)OCO2)c1c(C)[nH][nH]c1=O	-2	93	1	-5	-3	-0.6	-1	0	-0.3	-4
13	COc1ccc(OC)c(/C(O)=C/C(=O)C(=O)Nc2cc(C)cc(C)c2)c1	-6	98	2	-2	-8	-2.5	6	0	0.0	2
14	Cc1cccc(/C=N/NC(=O)Cc2ccc(Cl)cc2)c1O	-1	97	-1	-2	-2	0.7	0	-3	0.7	-2
15	COc1ccc(C(=O)NCC(=O)N=Nc2c(O)n(C)c3ccccc23)cc1OC	1	93	-18	3	1	0.0	-11	3	-0.1	0

The closing two compounds of the section before open the next one.
nr	canonical_smiles	TLR9-MyD88 block	ABCB6 inh MLPCN	MC4R antagonist	Granule exo inh	ABHD5 PLIN5 PPI	MC4R barr agon	Vif imaging	Glyco luc inh	aDG glyco up	NOD2-RIPK2 inh
14	Cc1cccc(/C=N/NC(=O)Cc2ccc(Cl)cc2)c1O	-1	97	-1	-2	-2	0.7	0	-3	0.7	-2
15	COc1ccc(C(=O)NCC(=O)N=Nc2c(O)n(C)c3ccccc23)cc1OC	1	93	-18	3	1	0.0	-11	3	-0.1	0
16	COc1ccc(CN2CCN(c3ccccc3OC)CC2)c(OC)c1	12	98	3	2	5	-0.3	-5	-1	0.0	7
17	O=C(N/N=C/c1ccc([N+](=O)[O-])o1)c1ccc(NS(=O)(=O)c2cccs2)cc1	7	99	-3	0	-2	-1.5	-5	5	0.2	-9
18	CCN(CC(=O)Nc1cc(Cl)ccc1C)C(=O)CN1C(=O)NC(CC)(c2ccccc2)C1=O (configuration not stated)	1	98	21	31	2	-1.8	-6	0	0.0	-2
19	CCOc1cc(Cl)c(S(=O)(=O)NCCCN2CCOCC2)cc1Cl	-1	98	11	11	0	-1.5	15	1	0.0	-4
20	CCN1CCN(CC2CC3C=CC2C3)CC1 (configuration not stated)	-5	99	-3	19	-2	-1.8	0	-3	-0.3	-1
21	CC(C)NS(=O)(=O)c1ccc(NC(=O)C2CC3C=CC2C3)cc1 (configuration not stated)	-5	96	6	-2	-2	0.4	0	-8	-0.2	-6
22	COCc1nnc(NC(=O)CCN2C(=O)c3ccccc3C2=O)s1	14	89	3	-4	1	0.5	2	3	-0.3	-8
23	Cc1cc([N+](=O)[O-])cc2c1-c1ncccc1C2=Nc1ccccc1	-2	107	-4	-2	-4	1.7	-5	4	0.3	2
24	O=C(c1ccco1)N1CCN=C1SCc1ccccc1Cl	-5	98	4	-7	-3	0.3	-13	-4	-0.1	-1
25	COc1cc([C@H]2c3c(cc(OC)c(O)c3OC)C[C@@H](CO)[C@@H]2CO[C@@H]2O[C@H](CO)[C@@H](O)[C@H](O)[C@H]2O)cc(OC)c1O	0	102	10	1	-6	-0.9	5	1	0.0	6
26	Cc1ccc(N(CC(=O)NC2CCCCC2)S(=O)(=O)c2cccs2)cc1	-2	102	7	-1	-2	-1.1	u	-2	1.3	-8
27	O=C(O)c1cc(-c2cccnc2)nn1-c1ccccn1	-13	89	9	-1	1	0.6	3	1	-0.2	-5
28	Cc1cccc(OCc2nnc(SC(C)C(=O)O)n2-c2ccccc2)c1 (configuration not stated)	-7	100	-2	7	9	2.9	-3	1	0.2	3
29	COc1ccc(OCC(=O)Nc2ccc(C)c(S(=O)(=O)N(C)C)c2)cc1	x	93	2	4	-6	0.5	-2	0	0.0	-9
30	O=C(O)Cn1ncn(-c2ccc(OC(F)(F)F)cc2)c1=O	19	100	-7	-2	11	0.8	10	1	0.4	-12
31	COc1ccc(-c2c(C)n([O-])c3c([n+]2=O)CCCC3)cc1	0	98	-6	-6	1	-1.5	35	0	-0.2	1
32	Cc1cc(NC(=S)NC(=O)c2ccccc2)ccc1-c1cc2ccccc2oc1=O	-3	98	-15	2	0	3.3	7	8	-0.2	6
33	CC1=C(/C=N/Nc2ccc([N+](=O)[O-])cc2[N+](=O)[O-])C(C)(C)CCC1	-11	93	-6	-2	3	-0.1	-1	-7	-0.4	-4
34	CN(C)CCCSc1nc2ccccc2s1	-6	99	22	0	-3	-0.8	-5	-1	0.0	2
35	Cc1ccc(Cl)cc1NC(=S)NCCCSC1CCCCC1	-4	92	6	2	-2	1.1	6	-3	0.8	-6
36	O=C(Nn1cnc2ccccc2c1=O)c1ccccc1	1	99	20	8	5	0.9	16	0	0.3	-5
37	CCCCCCn1c(-c2cccs2)n[nH]c1=S	6	97	8	-2	-16	-3.1	-14	0	-0.3	-1
38	COc1ccc(/C=N/NC(=O)c2cccnc2)c(C(=O)O)c1OC	-9	102	8	4	0	-1.9	2	1	-0.2	-12
39	O=Cc1cccn1-c1ccccc1	7	100	-1	-5	-8	-0.8	-3	-1	0.1	12
40	Cc1ccc(C(C(=O)NCc2ccco2)N(C(=O)CNC(=O)c2cccs2)c2c(C)cc(C)cc2C)cc1 (configuration not stated)	2	101	10	-5	2	-1.2	2	8	-0.4	-6
41	COC(=O)c1cc(Br)c(N)cc1OC	7	99	-9	-3	-6	-2.2	-5	0	0.1	2
42	CCCOc1ccc(/C=N/NC(=O)C(=O)Nc2ccccn2)cc1	-8	96	-5	0	3	-1.6	-1	2	-0.1	-2
43	Cc1ccccc1-c1nc(CS(=O)CC(=O)NCCN2CCN(Cc3ccccc3)CC2)c(C)o1 (configuration not stated)	-8	101	17	0	-2	-1.3	-2	-1	0.2	-2
44	CCCSC1C(C)=C(C)C(=O)N1Cc1ccccc1 (configuration not stated)	2	103	-2	0	1	-1.5	-1	0	0.1	-5
45	O=C(N/N=C/c1ccccc1F)c1cccc(NC(=O)c2ccccc2Cl)c1	2	100	-9	-4	-8	0.1	-3	-2	0.1	3
46	CN(CC(=O)O)S(=O)(=O)c1ccc(F)cc1	-7	100	12	-4	2	-0.5	x	1	0.1	-1
47	CCOc1ccc2[nH]cc(C(=O)NCCCN3CCOCC3)c(=O)c2c1	16	100	11	-6	2	-1.8	5	1	-0.1	3
48	CCOC(=O)N1CCC(NC(=O)c2ccc(N3CCC4(CC3)OCCO4)c([N+](=O)[O-])c2)CC1	4	100	7	-3	4	-1.0	-2	-1	0.3	-9
49	O=C(N1CCCCC1)N1CCN(C(=O)N(c2ccccc2)c2ccccc2)CC1	-3	99	12	-5	0	0.7	3	-4	0.1	-21
50	CCC(C)[C@H](NS(=O)(=O)c1ccc(C)cc1)C(=O)N1CCC(C(=O)N2CCC(C(N)=O)CC2)CC1 (some centres not stated)	-6	97	7	14	7	-0.1	-1	1	0.0	5
51	CCOc1ccc(/C=C/c2c([N+](=O)[O-])c(=O)n(C)c(=O)n2C)cc1	-1	95	-1	-4	11	-0.7	16	-5	1.0	0
52	CC(NC(=O)CCC(=O)N1CCN(S(=O)(=O)c2ccc(Cl)cc2)CC1)c1ccccc1 (configuration not stated)	-3	104	-3	-6	6	0.1	-3	-4	-0.1	2
53	CCCc1cc(=O)oc2cc(C)cc(OCC(=O)Nc3ccc(CN4CCOCC4)cc3)c12	5	99	7	4	3	-0.4	-3	-3	-0.5	-5
54	CCOC(=O)CSc1nnc(CCc2nc3ccccc3[nH]2)n1C	8	87	2	0	0	-1.6	1	0	0.0	5
55	Cc1ccc(NC2(C(N)=O)CCCC2)cc1	-4	98	1	1	-1	0.0	-4	0	0.2	1
56	Cc1ccc(NC(=O)CSc2nnc(-c3cccnc3)o2)c(C)c1	-2	97	6	-1	-9	-2.0	-10	3	0.1	-6
57	Cc1ccnc(N/C=C(/NC(=O)c2ccccc2)C(=O)NN)n1	-12	97	2	0	1	0.3	7	3	-0.3	2
58	COc1ccc(/C(O)=C2/C(=O)C(=O)N(CCCN3CCOCC3)C2c2ccc(C(C)C)cc2)cc1 (configuration not stated)	-6	102	17	0	5	0.6	3	5	-0.1	1
59	Nc1ccc(CNC(=O)c2cc3cc(Cl)ccc3nc2N)cc1	x	x	x	2	1	x	x	x	0.6	2
60	COc1ccc(Nc2cccc3ccccc23)cc1	4	129	8	-6	-17	2.2	3	0	0.1	-14
61	COc1ccc(C(=O)OCC(=O)NC(=O)NC2CCCC2)cc1OC	-8	100	2	2	-3	1.1	-2	4	0.0	-5
62	Cc1cc2ccccc2n1CCNC(=O)C1CC1	2	103	7	-1	-6	0.8	-7	0	7.8*	4
63	Cc1ccc(Cc2c(C3CCCCC3)nc3c4ccccc4ccn23)cc1	x	116	x	-1	-12	x	23	-4	3.1	-7
64	CCOc1ccc(NC(=O)CS(=O)CC(=O)Nc2cccnc2)cc1 (configuration not stated)	2	100	2	-1	2	-1.1	12	2	-0.1	-7
65	CC(C)N(Cc1nc2ccccc2c(=O)[nH]1)C(=O)c1ccc(NC(=O)CSc2nnnn2C)cc1	4	96	-4	-1	-11	-1.8	-6	-1	0.1	3
66	COc1ccccc1N1CCN(CC(O)COCCOc2ccc(Br)cc2)CC1 (configuration not stated)	-18	94	15	-5	9	-1.3	-1	-2	0.3	-3
